Bioassay records deposited in PubChem by several laboratories.
NR2E3_agonist: activates human photoreceptor nuclear receptor NR2E3 | Q9Y5X4 | GST-NR2E3/biotin-RetCOR TR-FRET, 1536-well | inhibition of corepressor binding, % at 4.78 µM | 0.12% of 320,000 active;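 active = percent inhibition above the cutoff of mean plus 3 SD of all tested compounds, set per screening campaign, cut at about 20% in these data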;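 note: 0% = DMSO wells and 100% = biotin wells as full block of FRET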
Target sequence (Q9Y5X4 whole entry, looked up): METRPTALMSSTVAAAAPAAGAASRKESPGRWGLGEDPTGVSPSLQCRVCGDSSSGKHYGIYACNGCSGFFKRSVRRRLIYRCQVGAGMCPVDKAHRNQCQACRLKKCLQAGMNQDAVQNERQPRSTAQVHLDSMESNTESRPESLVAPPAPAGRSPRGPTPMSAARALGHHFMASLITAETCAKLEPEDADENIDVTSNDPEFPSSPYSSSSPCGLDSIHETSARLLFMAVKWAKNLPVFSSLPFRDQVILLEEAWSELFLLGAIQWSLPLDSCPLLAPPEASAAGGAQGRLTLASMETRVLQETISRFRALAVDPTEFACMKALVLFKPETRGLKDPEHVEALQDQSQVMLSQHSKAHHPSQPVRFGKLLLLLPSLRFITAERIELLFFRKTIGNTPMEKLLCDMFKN
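Material: NR2E3–RetCOR corepressor complex / Incubation: Compound–protein incubation for 5 h at 4 °C / Dosing: compound at 4.8 µM, single dose / Detection: time-resolved FRET / Benchmarks: high control biotin, low control 0.6% DMSO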
CaV13_ICDI_inh: Disruptors of the CACNA1D IQ motif to Ca2+-dependent inactivation inhibitor domain association, primary screening, Förster resonance energy transfer in intact living …; 0.098% of 340,000 active; AID 743397; HEK cells, CFP/YFP FRET ICDI-IQ, plate reader, 10 min; percent FRET-ratio fall versus neutral wells; inhibition, % at 12.3 µM;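 active = mean replicate inhibition of at least 30% and at least 1% of replicates passing that level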;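 note: 0% = median of the neutral control wells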
* hit, by the source's call; . = no result given.

SMILES NR2E3_agonist CaV13_ICDI_inh
C[C@@H]1C[C@H]2[C@@H]3C[C@H](F)C4=CC(=O)C(Cl)=C[C@]4(C)[C@@]3(F)[C@@H](O)C[C@]2(C)[C@@]1(O)C(=O)CO 2.5 .
CC(=O)O[C@@]12CO[C@@H]1C[C@H](O)[C@@]1(C)C(=O)[C@H](O)C3=C(C)[C@@H](OC(=O)[C@H](O)[C@@H](NC(=O)OC(C)(C)C)c4ccccc4)C[C@](O)([C@@H](OC(=O)c4ccccc4)[C@H]21)C3(C)C 0.3 .
COC(=O)Nc1nc2ccc(C(=O)C3CC3)cc2[nH]1 . -11.2
Cc1cc(O)c2c(c1)C(=O)c1cccc(O)c1C2=O . -4.6

Only part of the results is shown; rates above refer to the full screens.
